Source: PubChem (National Center for Advancing Translational Sciences (NCATS))
BRCA1 expr up = qHTS Assay to Identify Small Molecule Activators of BRCA1 Expression; 1.1% of 380,000 active; MCF7-BRCA1-FFLuc reporter, luminescence, 48 h; response scale: scaled: vehicle 0%, 10 µM genistein 100%; AID 624202, 2012; Potency, µM (doses to about 46.1 µM), without a hit: at the highest dose activation, hits mostly activators; note: nearly all actives have a fitted effect of over 80% in size; some results filed as inactive show a strong effect at the top dose
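Activators of BRCA1 expression were detected as increased firefly luciferase luminescence in engineered MCF7 cells after 48 h compound incubation. Signals were scaled to genistein 10 microM as full activation.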
Integrin act MD = qHTS for Activators of Integrin-Mediated Alleviation for Muscular Dystrophy | alpha7betagal myoblasts, beta-gal FDG fluorescence, 48 h | Potency, µM (titrated, usually from 38.3 µM), for inactives: at the highest dose activation, most hits filed as activators | 0.064% of 350,000 active | AID 624291, 2012;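 note: 100% = response of the positive control SU9516; nearly all actives have a fitted effect of over 60% in size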
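Alpha7betagal+/- myoblasts (passage 13) were plated 16-24 hr, then exposed to compounds (1:260 dilution of DMSO stock) for 48 hours at 37C. After MPER lysis, β-galactosidase reporter activity was read as FDG fluorescence (ex 480/em 540) after 30 minutes.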
An asterisk follows results filed as active; ? = inconclusive; [ ] = remark or other dose. Calls come from the whole dose curve; as a rule, active = well fitted activation curve with a large enough effect; inconclusive = small, poorly fitted or top-dose-only effect; inactive = no such curve, though single readings can be large or run the other way. Potency is the fitted concentration of half-maximal effect. An excerpt; rates above refer to the full screens.

SMILES	BRCA1 expr up	Integrin act MD
CCN(CC)C(=O)C1=C(C)N(Cc2ccc(OC)cc2)C(=O)C(CC(=O)NCCc2ccccn2)C1 (stereo not given)	5.5%	11.4%
Cc1ccccc1Nc1nc(Cl)nc(NC(C)(C)C)n1	-20.1%	-12.5%
COc1ccc(C(=O)N(C)[C@H]2C[C@H]3c4[nH]c5ccccc5c4CCN3C(=O)[C@H]2CO)cc1	5.3%	6.9%
O=C(Nc1ccccc1Cl)Nc1ccnn1C1CCN(C(=O)C2CCOC2)CC1 (stereo not given)	-1.6%	4.8%
COc1ccccc1S(=O)(=O)N(C)C[C@@H]1OCc2cnnn2CCCC(=O)N([C@@H](C)CO)C[C@H]1C	2.3%	11.9%
CCOc1ccc(S(=O)(=O)c2ccc(C)cc2)c2c1no[n+]2[O-]	-21.5%	18.9%
CC1(c2cccc(Br)c2)NC(=O)N(CC(=O)Nc2ccc(N3CCCCC3)cc2)C1=O (stereo not given)	3.2%	17.0%
COc1ccc(COC(=O)CCCN=C2NS(=O)(=O)c3ccccc32)cc1F	3.3%	5.1%
C[C@@H]1CC[C@H](Cc2ccc(-n3cccc3)cc2)N1C(=O)OC(C)(C)C	7.9%	-22.0%
Cc1cnc(N)nc1-c1ccccc1	37.7%	-1.9%
CCN(CC)CCNc1ccc(CO)c2oc3ccccc3c(=O)c12	-61.1%	-61.4%[inhibitor]
COc1ccc(C(=O)NCC2CCCO2)cc1S(=O)(=O)NCc1ccc(Cl)cc1 (stereo not given)	22.0%	16.1%
CCc1cc(-c2nnn(-c3cc(C(C)C)ccc3C)c2CC)ccc1-c1cn(CCc2c[nH]c3ccccc23)nn1	-27.4%	1.0%
CC(=O)Nc1ccc2cnn(C(C)=O)c2c1	-17.6%	6.9%
CSc1ccccc1C(=O)N1CCc2ccc(NC(=O)c3ccccn3)cc2C1	?	-17.8%
Cc1noc(C)c1S(=O)(=O)N(C)C[C@H]1OCc2cn(nn2)CCCC(=O)N([C@H](C)CO)C[C@@H]1C	0.1%	-3.4%
CC(C)C1C(=O)N(Cc2cn(CCC3OCCCO3)nn2)CCS(=O)(=O)N1Cc1ccc(-c2ccncc2)cc1 (stereo not given)	1.6%	-4.8%
Cc1ccc(S(=O)(=O)N2C[C@H]3n4c(=O)ccc(=O)n4C[C@H](OC(=O)NC4CCCC4)[C@@]3(O)C2)cc1	-21.5%	2.7%
COC(=O)c1ccc(NC(=O)CN2CCC(NC(=O)c3ccccc3F)CC2)cc1	-7.3%	-4.2%
CC1C(=O)N(Cc2cn(Cc3ccco3)nn2)CCS(=O)(=O)N1Cc1ccc(-c2ccccc2)cc1 (stereo not given)	-38.8%	-4.6%
Cc1cc(C)c(SSc2nnnn2-c2ccccc2)c(C)c1	-22.3%	-8.0%
COC(=O)C1(C)CCCC2(C)C1CCC13OCC(CC21)C(O)(C(C)C)C3O (stereo not given)	-3.8%	2.2%
C[C@H](CO)NC(=O)c1[nH]cnc1C(=O)Nc1ccc(CNC(=O)OC(C)(C)C)cc1	-9.9%	13.9%
O=c1ccn2c(n1)SC(c1ccccc1)C2 (stereo not given)	-4.2%	17.3%
CCN(CC)CCNc1c(C)cc(CO)c(Cl)c1C	-64.9%	3.8%
COC(=O)c1ccc(C(=O)OC)c(NC(=O)Cc2cccs2)c1	36.5%	13.0%
CCN(CC)C(=O)C1=C(C)N(Cc2ccccc2)C(=O)C(CC(=O)NC2CCCCC2)C1 (stereo not given)	1.5%	26.8%
COc1ccc(NC(=O)C2CC(=O)N(c3ccccc3F)C2)cc1S(=O)(=O)N1CCCCC1 (stereo not given)	-0.3%	-12.9%
C[C@H]1CN([C@@H](C)CO)C(=O)CCCn2nncc2CO[C@H]1CN(C)C(=O)Nc1ccc2c(c1)OCO2	8.5%	21.0%
Cc1ccc(S(=O)(=O)NN=Cc2ccccc2Cl)cc1	26.4%	-3.0%
O=C(C[C@H]1C[C@@H]2c3cc(NC(=O)Nc4ccccc4F)ccc3O[C@@H]2[C@H](CO)O1)NCc1ccccn1	-10.0%	23.2%
O=C1C(N2CCOCC2)=Cc2cccc3cccc1c23	-0.3%	-10.3%
CCc1ccccc1NC(=O)CNC(=O)c1ccc(S(=O)(=O)NCc2ccco2)cc1	-8.7%	3.8%
CC(=O)N1N=C(N)SC1c1ccc(Cl)c(Cl)c1 (stereo not given)	-4.2%	12.8%
CSc1ncnc2c1ncn2CCCNCc1ccc2c(c1)OCO2	16.4%	5.5%
Cc1cccc(C(=O)OCC(=O)NC(=O)NC2CCCCC2)c1	-4.9%	-11.4%
O=C(c1ccccc1)C1CC1c1ccccc1 (stereo not given)	16.7%	-2.8%
C[C@H](CO)N1C[C@H](C)[C@@H](CN(C)C(=O)c2ccc3ccn(C)c3c2)OCc2cnnn2CCCC1=O	2.5%	8.0%
O=S1(=O)CCN(Cc2cccnc2)CC1	-2.2%	3.7%
C[C@@H]1CN([C@H](C)CO)C(=O)CCCn2nncc2CO[C@H]1CN(C)Cc1ccccc1C(=O)O	9.2%	0.6%

An excerpt from above in order of molecular weight, smallest number first:
SMILES	BRCA1 expr up	Integrin act MD
Cc1cnc(N)nc1-c1ccccc1	37.7%	-1.9%
CC(=O)Nc1ccc2cnn(C(C)=O)c2c1	-17.6%	6.9%
C[C@@H]1CC[C@H](Cc2ccc(-n3cccc3)cc2)N1C(=O)OC(C)(C)C	7.9%	-22.0%
COc1ccc(COC(=O)CCCN=C2NS(=O)(=O)c3ccccc32)cc1F	3.3%	5.1%
O=C(Nc1ccccc1Cl)Nc1ccnn1C1CCN(C(=O)C2CCOC2)CC1 (stereo not given)	-1.6%	4.8%
COc1ccc(C(=O)N(C)[C@H]2C[C@H]3c4[nH]c5ccccc5c4CCN3C(=O)[C@H]2CO)cc1	5.3%	6.9%
COc1ccc(C(=O)NCC2CCCO2)cc1S(=O)(=O)NCc1ccc(Cl)cc1 (stereo not given)	22.0%	16.1%
CCN(CC)C(=O)C1=C(C)N(Cc2ccccc2)C(=O)C(CC(=O)NC2CCCCC2)C1 (stereo not given)	1.5%	26.8%
COc1ccc(NC(=O)C2CC(=O)N(c3ccccc3F)C2)cc1S(=O)(=O)N1CCCCC1 (stereo not given)	-0.3%	-12.9%
C[C@H](CO)N1C[C@H](C)[C@@H](CN(C)C(=O)c2ccc3ccn(C)c3c2)OCc2cnnn2CCCC1=O	2.5%	8.0%
Cc1noc(C)c1S(=O)(=O)N(C)C[C@H]1OCc2cn(nn2)CCCC(=O)N([C@H](C)CO)C[C@@H]1C	0.1%	-3.4%
CC(C)C1C(=O)N(Cc2cn(CCC3OCCCO3)nn2)CCS(=O)(=O)N1Cc1ccc(-c2ccncc2)cc1 (stereo not given)	1.6%	-4.8%

Additional records follow.
SMILES	BRCA1 expr up	Integrin act MD
CN(CC(=O)Nc1c(Cl)cccc1Cl)CC(=O)N1CCc2ccccc21	-8.0%	-8.1%
CCN(CC(=O)Nc1ccccc1C(F)(F)F)C(=O)c1ccc(NC(=O)c2cccs2)cc1	24.7%	11.1%
Cc1[nH]c(=O)[nH]c(=O)c1C=CC(=O)NC(CO)CS(=O)Cc1ccccc1 (stereo not given)	9.4%	13.8%
O=C(O)CN1C(=O)C2C3CCC(C3)C2C1=O (stereo not given)	18.7%	24.3%
C/C(=N/NS(=O)(=O)c1ccc(Br)cc1)c1cccc(NC(=O)C2CC2)c1	-15.1%	12.1%
N#Cc1cnc2nc1NCCCCCCC2	6.3%	-2.8%
CCCCCCN1C[C@H](O)[C@@H](n2cc(COC(=O)c3ccccc3)nn2)C[C@@H]1c1ccc(C)cc1	-36.9%	14.8%
CCOC(=O)C(C#N)C(=N)C1C(=O)OC2CCCCC21 (stereo not given)	-11.4%	1.9%
C[C@@H]1CCCCO[C@@H](CN(C)S(=O)(=O)c2ccccc2)[C@@H](C)CN([C@H](C)CO)C(=O)c2cc(N(C)C)ccc2O1	-8.0%	3.8%
CC(C)(C)OC(=O)N1CCN(C(=O)c2ncn3c2c(=O)[nH]c2ccccc23)CC1	-3.5%	20.6%
C/C=C/c1cnc2c(c1)C(=O)N([C@H](C)CO)C[C@H](C)[C@@H](CN(C)C(=O)CN1CCOCC1)O2	-15.7%	3.4%
C[C@@H]1CN([C@H](C)CO)C(=O)CCCn2cc(nn2)CO[C@H]1CN(C)C(=O)Nc1cccc(Oc2ccccn2)c1	-1.8%	26.4%
COC(=O)c1c(C)[nH]c(C(=O)OC(C)C(=O)NC2CCCCC2C)c1C (stereo not given)	-15.6%	18.6%
Cc1cccc(S(=O)(=O)N(C)C[C@H]2OCc3cn(nn3)CCCC(=O)N([C@H](C)CO)C[C@@H]2C)c1	2.7%	-19.2%
CCCn1c(=S)[nH]c2cc(C(=O)N3CCN(C)CC3)ccc2c1=O	-5.9%	1.4%
O=C(c1cccs1)N1C[C@@H](n2cc(C3CC3)nn2)[C@H](O)C[C@@H]1c1ccccc1	-8.8%	-1.7%
COc1cccc(S(=O)(=O)N(C)C[C@@H]2OCc3cnnn3CCCC(=O)N([C@@H](C)CO)C[C@H]2C)c1	9.1%	16.1%
C[C@H](CO)N1C[C@H](C)[C@H](CN(C)S(=O)(=O)c2cccc(F)c2)Oc2ncc(-c3cccc(C(=O)N(C)C)c3)cc2C1=O	4.0%	20.1%
COc1ccc(NC(=O)CN(C)C(=O)c2cc(C)oc2C)cc1	4.3%	1.3%
O[C@H]1CN(Cc2cccs2)[C@@H](c2ccccc2)C[C@@H]1n1cc(-c2ccc(F)cc2)nn1	-12.3%	6.2%
Cc1cccc(NC(=O)c2nc[nH]c2C(=O)Nc2cc(Br)ccc2F)c1	2.2%	11.3%
COc1ccc(S(=O)(=O)N2CCCCCC2)cc1NC(=O)CCNC(=O)c1ccccc1Cl	-22.1%	-16.6%
CCOC(=O)C1(c2ccccc2)SC(C(=O)OCC)(c2ccccc2)S1 (stereo not given)	3.6%	-9.7%
CN1C(=O)N(CC(=O)c2ccc3c(c2)OCO3)C(=O)C12CCCCC2	0.9%	11.3%
CC1=C(C(=O)N(C)C)CC(CC(=O)NCC2CCCCC2)C(=O)N1CCCN1CCCC1=O (stereo not given)	9.4%	-6.3%
Cc1nnc(NC(=O)CCC2CCCCC2)s1	12.4%	10.4%
C[C@@H]1CN([C@H](C)CO)C(=O)c2c(c3ccccc3n2C)-c2ccccc2CO[C@H]1CN(C)Cc1ccccc1	11.7%	-54.3%[inhibitor]
CC(=O)CSc1nc2nccnc2[nH]1	1.5%	16.6%
COC(=O)c1ccccc1NC(=O)CSc1nc2ccsc2c(=O)n1CCCCC(=O)O	-19.0%	17.4%
C[C@H](CO)N1C[C@H](C)[C@H](CN(C)C(=O)c2ccncc2)OCc2cnnn2CCCC1=O	-0.6%	-20.7%
CCN(Cc1ccccc1)C(=O)c1cccs1	5.3%	-0.8%
C[C@@H]1CN([C@@H](C)CO)C(=O)c2cc(NC(=O)C3CCCCC3)ccc2O[C@@H](C)CCCCO[C@@H]1CN(C)C(=O)CCCN(C)C	8.6%	-12.3%
O=C(NCCCN1CCC(Cc2ccccc2)CC1)c1ccc(CS(=O)c2ccccc2Cl)o1 (stereo not given)	-28.0%	-60.9%[inhibitor]
O=C(NNC(=O)c1cccc(S(=O)(=O)Nc2ccccc2F)c1)c1ccncc1	-7.1%	-2.7%
CC(C)C1C(=O)N(Cc2cn(CC3CCCCC3)nn2)CCS(=O)(=O)N1Cc1ccc(-c2ccc(F)cc2)cc1 (stereo not given)	39.8%	-56.1%[inhibitor]
C[C@H]1CCCCO[C@@H](CN(C)C(=O)NC2CCCCC2)[C@@H](C)CN([C@@H](C)CO)C(=O)c2cc(NC(=O)Cc3ccccc3)ccc2O1	-2.9%	-32.3%
COc1ccc(NC2CCCN(C(=O)c3ccccc3-c3ncc[nH]3)C2)cc1 (stereo not given)	2.4%	12.6%
CC1CCC(NC(=O)CN2CCN(S(=O)(=O)c3ccc(Br)s3)CC2)CC1 (stereo not given)	-12.0%	11.5%
CCc1ccc(/C=C2\SC(=S)N(CCCC(=O)NC3=NCCS3)C2=O)cc1	-79.6%	10.7%
CCC(=NNS(=O)(=O)c1ccc(C)cc1)c1ccc(OC)c(C)c1	-20.1%	-9.6%
C[C@H](CO)N1C[C@H](C)[C@@H](CN(C)C(=O)Nc2cccc(F)c2)Oc2ncc(Br)cc2C1=O	7.5%	-8.8%
CCN(CC)C(=O)C1=C(C)N(Cc2ccc(OC)cc2)C(=O)C(CC(=O)NCC2CCCCC2)C1 (stereo not given)	-3.3%	-33.4%
COc1ccc(-c2nc(NC(=O)c3ccco3)sc2C)cc1	94.3%	21.7%
C[C@@H]1CCCCO[C@@H](CN(C)CC2CCCCC2)[C@@H](C)CN([C@H](C)CO)C(=O)c2cc(NS(=O)(=O)c3ccc(Cl)cc3)ccc2O1	-74.1%	-56.7%[inhibitor]
O=C1CCC(C(=O)N2CCN(c3ccccc3)CC2)CN1Cc1ccc(Cl)cc1 (stereo not given)	3.3%	-1.3%
CC(=O)N(C)C[C@H]1Oc2ncc(Br)cc2C(=O)N([C@H](C)CO)C[C@@H]1C	19.6%	15.1%
COc1cc2ccc(C(C)=NNC(N)=S)cc2cc1OC	81.3%	-24.4%
c1ccc(COc2ncnc3c2ncn3CCCNCc2cccs2)cc1	27.0%	-6.3%
O=C(OCc1ccccc1)N1CCC2CC1c1ccc(N3CCOCC3)cc12 (stereo not given)	102.7%	0.1%
O=[N+]([O-])c1cccc(S(=O)(=O)Nc2ccccn2)c1	-13.6%	24.7%
